# Screens deposited in PubChem BioAssay by The Scripps Research Institute Molecular Screening Center.
# proKLK7 act: proKLK7 zymogen activators, primary screen, biochemical, fluorescence intensity; purified proKLK7, EDANS-DABCYL substrate fluorescence; 100% is mature enzyme control, 0% vehicle; AID 652039, 2013; Kallikrein-7 (Homo sapiens), P49862; activation, % at 7 µM; 370,000 compounds, 0.9% hits;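 active = activation above the mean of all tested compounds plus 3 SD, computed per campaign excluding outliers beyond control limits, cut at about 13% in these data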
# ARFGAP1 inhibitor: inhibitors of rat ARFGAP1 GAP activity, primary screen, biochemical, fluorescence polarization, GDP tracer; Arfgap1-stimulated ARF1 GTP hydrolysis, GDP FP detection; 360,000 compounds, 0.26% hits; inhibition, % at 16.5 µM;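 active = inhibition above a per-plate limit, mean inhibition of low control wells plus 3 SD, cut at about 25% in these data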;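 also: 0% = DMSO wells with enzyme and 100% = wells lacking Arfgap1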
#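 Material: truncated rat Arfgap1 GAP domain; Incubation: compound-enzyme preincubation 20 min, reaction 120 min, detection 60 min, 25 °C; Read-out: percent inhibition of Arfgap1-stimulated GTP hydrolysis; Technique: FP, GDP Alexa 633 tracer displaced from anti-GDP antibody, 620/688 nm; Controls: No-Arfgap1 wells (100%) versus DMSO full-reaction wells (0%); Replication: single well per compound.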
# ADAM10 inh: human ADAM10 inhibitors, primary screen, biochemical, QFRET, HTS. Disintegrin and metalloproteinase domain-containing protein 10 (Homo sapiens), O14672. recombinant ADAM10, EDANS/DABCYL FRET peptide cleavage, 3 h. inhibition, % at 7 µM. 370,000 compounds, 0.62% hits;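 active = inhibition above a per-campaign cutoff equal to the mean of compounds falling between control-based bounds plus 3 SD, cut at about 20% in these data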;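 also: 0% = DMSO wells while the 100% control is not disclosed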
# TDP2 absorb: human TDP2 enzyme inhibitors, primary screen, biochemical, epi absorbance, recombinant enzyme; Tyrosyl-DNA phosphodiesterase 2 (Homo sapiens), O95551; T5PNP hydrolysis, p-nitrophenol absorbance 415 nm; 370,000 compounds, 0.34% hits; AID 720702, 2013; inhibition, % at 12.8 µM;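 active = inhibition above the mean of all tested compounds plus 3 SD, set per campaign, cut at about 25% in these data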;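 also: 0% = DMSO with enzyme and 100% = buffer with substrate but no TDP2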
#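 Assay system: Recombinant human TDP2 | Quantity: 120 nM TDP2 per well | Incubation: 2 h at 37 °C | Signal: Epi absorbance | Evaluation: Percent inhibition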
# DDE Tn7 FP inh: inhibitors of Tn7 peptide binding to fibrin DD(E), primary screen, biochemical, fluorescence polarization, human fibrin, Tn7 probe. Fibrinogen beta chain (Homo sapiens), P02675. FP displacement of FITC-Tn7 peptide from fibrin DD(E); 0% = median of compound wells per plate. inhibition, % at 8.3 µM. 370,000 compounds, 0.13% hits;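 active = inhibition above the mean of compounds falling within the control limits plus 3 SD of them, cut at about 14% in these data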;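 also: 0% = plate median of compound wells and 100% = 10 µM Aha-Tn7 peptide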
#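 Assay system: human fibrin DD(E). Input: DD(E) 2 µM final. Medium: Tris buffer with calcium and detergent, pH 7.8. Compound dosing: single point at 8.3 µM. Timing: 10 min plus 3 h, room temperature. Technique: fluorescence polarization of the labelled Tn7 tracer. Read-out: percent inhibition. Replicates: singlicate testing.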
# ASAP1 inh: inhibitors of human ASAP1 ArfGAP activity, primary screen, biochemical, fluorescence polarization. Arf-GAP with SH3 domain, ANK repeat and PH domain-containing protein 1 (Homo sapiens), …. ASAP1-stimulated ARF1 GTP hydrolysis, GDP FP detection. 360,000 compounds, 0.19% hits. AID 624377, 2012. inhibition, % at 16.5 µM; in the data active = inhibition above about 25%;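 also: 0% = vehicle with enzyme and substrate and 100% = no enzyme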
# Target sequence (Q9ULH1 325-724 limits assumed): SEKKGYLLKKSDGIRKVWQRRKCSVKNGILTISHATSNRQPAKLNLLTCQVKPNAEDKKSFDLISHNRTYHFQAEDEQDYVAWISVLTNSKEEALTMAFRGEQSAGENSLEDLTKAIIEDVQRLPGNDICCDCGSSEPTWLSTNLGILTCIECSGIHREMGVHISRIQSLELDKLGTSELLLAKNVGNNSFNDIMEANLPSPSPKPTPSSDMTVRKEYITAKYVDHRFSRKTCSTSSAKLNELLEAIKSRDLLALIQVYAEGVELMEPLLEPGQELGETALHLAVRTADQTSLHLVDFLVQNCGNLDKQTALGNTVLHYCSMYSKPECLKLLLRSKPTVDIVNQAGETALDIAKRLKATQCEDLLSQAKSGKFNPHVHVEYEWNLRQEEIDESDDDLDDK
# PLC-gamma1 inh: PLC-gamma1 enzyme inhibitors, primary screen, biochemical, fluorescence, purified enzyme; inhibition, % at 12.2 µM; 370,000 compounds, 0.84% hits; AID 720700, 2013; fluorogenic substrate; in the data active = inhibition above about 9.5%
# Tn6 DDE FP: inhibitors of Tn6 peptide binding to fibrin DD(E), primary screen, biochemical, fluorescence polarization, human fibrin, Tn6 probe. Fibrinogen beta chain (Homo sapiens), P02675. Fibrin DD(E) TRITC-Tn6 fluorescence polarization displacement. 370,000 compounds, 0.21% hits. inhibition, % at 8.3 µM;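 active = inhibition above a per-campaign cutoff: mean of compounds within control limits plus 3 SD, cut at about 15% in these data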;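 also: 0% = median of all compound wells on the plate and 100% = blocking peptide control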
# LEDGF integ inh: blockers of LEDGF/p75-dependent integrase strand transfer – biochemical, TR-FRET, high throughput, primary screen; HIV-1 integrase (with human LEDGF/p75); TR-FRET IN-LEDGF/p75 DNA integration, Eu/Cy5; inhibition, % at 3.7 µM; 370,000 compounds, 0.64% hits;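 active = inhibition above the screen-wide mean plus 3 SD, cut at about 13% in these data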;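 also: signal is the Cy5 over europium emission ratio at 671 and 618 nm; 0% = plate median of compound wells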
# ADAM17 inh: ADAM17 inhibitors, primary screen, biochemical, QFRET. recombinant ADAM17, EDANS/DABCYL FRET peptide cleavage. inhibition, % at 6.95 µM. 370,000 compounds, 0.83% hits. AID 720648, 2013;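 active = inhibition above the mean of compounds lying between control limits plus 3 SD, set per campaign, cut at about 8.5% in these data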;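 also: 0% = DMSO-only wells as the low control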
# Target sequence (P78536 215-824 limits assumed): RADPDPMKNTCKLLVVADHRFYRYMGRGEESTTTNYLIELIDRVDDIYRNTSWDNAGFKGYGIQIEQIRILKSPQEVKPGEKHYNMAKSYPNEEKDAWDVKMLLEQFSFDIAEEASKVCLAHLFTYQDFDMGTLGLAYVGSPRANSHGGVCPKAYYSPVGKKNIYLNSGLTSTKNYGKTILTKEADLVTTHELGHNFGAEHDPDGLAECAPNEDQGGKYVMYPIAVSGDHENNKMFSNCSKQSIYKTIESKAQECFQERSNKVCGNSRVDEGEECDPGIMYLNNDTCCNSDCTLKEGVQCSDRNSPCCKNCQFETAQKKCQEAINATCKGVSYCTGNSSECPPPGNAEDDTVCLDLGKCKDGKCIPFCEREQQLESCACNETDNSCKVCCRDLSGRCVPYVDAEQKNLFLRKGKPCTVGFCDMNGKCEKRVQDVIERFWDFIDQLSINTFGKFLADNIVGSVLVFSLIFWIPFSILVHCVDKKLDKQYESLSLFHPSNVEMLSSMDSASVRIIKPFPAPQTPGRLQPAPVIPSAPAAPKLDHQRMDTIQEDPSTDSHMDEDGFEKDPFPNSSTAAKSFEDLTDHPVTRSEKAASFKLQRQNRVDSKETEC
# The depositor's hits bear a star; i = inactive; . = no result given.
SMILES,proKLK7 act,ARFGAP1 inhibitor,ADAM10 inh,TDP2 absorb,DDE Tn7 FP inh,ASAP1 inh,PLC-gamma1 inh,Tn6 DDE FP,LEDGF integ inh,ADAM17 inh
CN(CC(=O)Nc1ccc(F)c(F)c1F)C(=O)c1cc(S(=O)(=O)N(C)C)ccc1N1CCCC1,-0.4,-1,-15,-5,-7,-1,-1,-3,-3,-8
O=C(CCCn1cc([N+](=O)[O-])cn1)NCc1ccccc1,-0.5,-5,0,6,-2,11,3,0,3,0
CC1(C)Nc2ccccc2C(=O)N1NS(=O)(=O)c1ccccc1,75*,-8,i,5,-8,-4,-232,2,-4,-249
O=C(COC(=O)c1cccnc1Cl)Nc1ccc(S(=O)(=O)N2CCOCC2)cc1,-0.2,-11,-8,-4,7,-10,5,-2,5,-1
CNC(=O)Nc1ccc(S(N)(=O)=O)cc1,-0.1,13,-1,-6,-2,-8,0,9,-6,1
O=C1c2cccc3cc([N+](=O)[O-])cc(c23)C(=O)N1CC1CCCO1 (centres undefined),0.3,3,-9,-5,0,10,-56,2,-7,2
NS(=O)(=O)c1ccc(NC(=O)COc2cccc3ccccc23)cc1,-0.1,20,-9,-13,-1,1,0,-1,-2,0
CC(C)(C)NC(=O)N1CCCN(c2ccc(C(F)(F)F)cn2)CC1,0.3,19,-9,1,3,-13,-4,2,-1,-5
COC(=O)c1ccc(C2/C(=C(\O)c3ccc4c(c3)OCCO4)C(=O)C(=O)N2CCCN(C)C)cc1 (centres undefined),-0.1,6,-3,7,2,12,-1,-4,1,-3
CC(C)(C)C1=Nn2c(nnc2-c2ccco2)SC1,0.4,3,5,-13,-9,-6,6,-1,0,-2
COC(=O)c1ccc2c(=O)n(C3CCCCC3)c(SCC#N)nc2c1,-0.6,10,4,2,-4,-8,0,-2,0,2
Cc1cccc(-c2nc(C#N)c(N3CCCCC3)o2)c1,-0.1,-5,-156,3,1,-1,-3,8,3,-61
CC1CN(C(=S)Nc2ccccc2C(F)(F)F)CC(C)O1 (centres undefined),-0.4,4,3,4,-6,2,2,2,3,-2
Cc1ccc(S(=O)(=O)N2CCCCCC2)cc1[N+](=O)[O-],-0.7,1,7,0,1,2,1,-1,-3,3
CC1(C)Cc2c(sc3ncnc(NN)c23)CO1,-0.3,5,-6,9,-6,15,0,-1,-4,-2
O=CN1CCN(C(=O)CC(c2ccccc2)c2cc(Br)ccc2O)CC1 (centres undefined),0.3,5,-3,14,-2,-6,3,5,1,-1
COc1ccc(CCn2c(N3CCN(C)CC3)nc3c2c(=O)[nH]c(=O)n3C)cc1,-0.4,-4,4,-1,1,7,3,-4,7,0
c1cc(SC2CCCCC2)cc(-c2nc3cnccn3c2NC2CCCCC2)c1,-61,1,-209,7,-7,17,i,-3,-2,-64
CCOc1ccc(/C=C(\C(=O)O)c2ccc(S(=O)(=O)N3CCOCC3)s2)cc1OC,-1.8,6,-48,8,5,-11,-58,-1,-2,-18
CCOc1ccc(S(=O)(=O)NCCc2ccccn2)cc1,0.8,-6,-15,8,-2,-12,-9,-3,3,-4
COC(=O)c1cc(C(=O)CC(C)C)c[nH]1,0.7,8,-5,4,1,-5,1,-2,2,-3
CC(SCC(=O)O)c1nc2ccccc2[nH]1 (centres undefined),-0.1,1,1,14,-7,8,1,1,1,-2
O=c1c2ccccc2nc(COc2ccccc2)n1/N=C/c1c[nH]c2ccccc12,-0.6,-3,-2,-1,-6,-3,1,1,1,-3
Cc1ccc(NC(=O)COC(=O)CCc2ccc(S(=O)(=O)N3CCOCC3)cc2)cc1F,0.8,-5,-5,3,-2,13,-2,-3,1,0
N#Cc1c(N2CCOCC2)nc(-c2ccco2)c2c1CCCC2,-2.3,11,-173,8,3,6,-215,4,0,-55
CCOC(=O)Cn1nnnc1CN(Cc1ccc(OC)cc1)Cc1cc2cc(CC)ccc2[nH]c1=O,0.6,4,-7,-5,5,14,-5,-1,-1,-1
O=C(C1=C[C@@H](c2ccccc2)C[C@@H](OCCCCO)O1)N1CCOCC1,0.4,2,5,-10,7,-18,0,4,4,1
CCCc1cc(=O)oc2c(CN(CC)CC)c(O)c(Cl)cc12,53*,-2,i,-17,-8,-1,i,-4,4,i
COC(=O)Cc1nnc(NC(=O)c2ccccc2)s1,0.0,1,2,2,1,-9,-2,6,3,-2
COc1cc(NS(=O)(=O)c2ccc(NC(=O)COc3ccccc3C)cc2)nc(OC)n1,0.0,-2,1,6,-2,6,1,-5,1,0
Cc1cc(NS(=O)(=O)c2ccc(CC(C)C)cc2)no1,0.6,-13,-3,7,3,2,-1,6,1,-5
O=C(c1ccc(CSc2ccccc2)cc1)N1CCN(c2ccccc2)CC1,0.8,-5,-2,-14,-3,-16,2,-5,2,0
S=c1[nH]nc(-c2n[nH]c3c2CCC3)n1N=Cc1c2ccccc2cc2ccccc12,-8.5,.,-16,3,5,.,-75,2,2,-3
Cc1ccc(Nc2nnc(SCC(=O)NCC3CCCO3)s2)cc1C (centres undefined),-0.1,-8,-9,-10,1,-10,-2,11,-6,-6
O=C(CCN1C(=O)C2C3C=CC(C4CC34)C2C1=O)Oc1ccc(Br)cc1 (centres undefined),-0.5,4,-1,-2,-10,7,4,-3,0,-1
Clc1ccc(OCc2cn3cccnc3n2)c2ncccc12,1.6,8,-68,8,1,7,-274,2,2,-25
CCN(C(=O)C(C)OC(=O)C1C(C(=O)OC)=C(C)NC(C)=C1C(=O)OC)c1ccccc1 (centres undefined),-0.6,-3,-17,-2,6,-3,-12,0,-9,-14
C=CCN1[C@H](C)COc2cccc(F)c2S1(=O)=O,0.1,.,2,-18,1,.,6,2,6,-5
CCN1CCc2c(sc(NC(=O)CN3C(=O)c4ccccc4C3=O)c2C(N)=O)C1,3.9,5,-9,-9,0,-7,-4,-1,-7,-4
Cc1ccccc1NC(=O)CN1C(=O)CSc2ccc(S(=O)(=O)N3CCCCC3)cc21,0.1,-7,-1,10,-1,-2,4,1,3,1
COC(=O)c1c(C)[nH]c(C(=O)OCc2ccc(F)cc2)c1C,0.5,6,10,-9,-1,6,0,-6,-1,3
CC(C)C(c1nnnn1CCc1ccccc1)N1CCN(C(=O)c2ccco2)CC1 (centres undefined),0.1,0,-7,-8,6,0,-2,4,0,-4
COc1ccc2[nH]c(C(=O)Nc3ccc4c(c3)OCO4)cc2c1,0.8,8,-1,-4,-7,-1,-7,-2,0,2
COc1cc(NC(=O)COC(C)=O)cc(OC)c1OC,-0.2,-12,8,-8,1,-5,0,9,-3,-1
COc1ccc(C(=O)N2CCN(c3ccccc3)CC2)cc1S(=O)(=O)N1CCCC1,-0.7,-6,2,-2,6,-4,0,3,2,-1
CCOc1ccc(C(=O)NC(=S)Nc2ncccc2C)cc1[N+](=O)[O-],0.0,12,15,-15,4,-2,3,-5,-2,3
COc1ccc(-c2nn(CC(=O)Nc3ccc(Cl)c(Cl)c3)c(=O)c3ccccc23)cc1,-0.2,5,8,-8,-2,3,-6,2,1,-3
CCOC(=O)c1nnn(CC(=O)Nc2ccccc2)c1C(=O)OCC,-0.1,-1,-9,4,-1,3,-2,0,-1,0
C/C(=N\N=C(N)N)c1ccc(Cl)cc1,-0.4,-3,-7,1,0,-13,0,6,-4,-4
COC(=O)c1ccc(C(=O)Nc2ccc3c(c2)C(=O)NC3=O)cc1,-12,23,-17,-25,-3,14,-13,-4,-4,-11
O=C1c2ccccc2C(=O)N1CCCCSc1nnc2ccccn12,1.2,8,-14,5,6,-19,-1,-2,1,-5
O=C(/C=C/Nc1ccccc1OC(F)(F)F)C(F)(F)F,0.9,-4,-1,6,-3,1,1,4,-1,-3
Cc1nonc1NC(=O)CSc1nc2ccccc2cc1C#N,-0.5,-2,5,-17,-3,18,-50,-8,-1,2
CCN(CC)C(=O)COc1ccc2oc(-c3ccco3)cc(=O)c2c1,28*,17,i,-4,2,11,i,5,-1,i
O=C(CCN1CCCCO1)N1CCCC(N2CCN(c3ccc(F)cc3)CC2)C1 (centres undefined),0.1,10,1,-5,-6,-8,0,-8,1,-2
Cc1cccc(NC(=O)/C=C/c2ccc3c(c2)OCO3)n1,6.4,1,-274,8,-6,14,-107,-1,-1,-84
O=c1[nH]c(=O)n(C2CCCO2)cc1Br (centres undefined),-0.8,-3,-1,-3,2,13,0,0,-4,-2
Cn1c(-c2ccccc2)cc(=O)cc1-c1ccccc1,-0.6,-1,-4,3,1,1,0,6,1,-4
COc1cccc(-c2c(NC(=O)c3ccco3)oc3ccc(Cl)cc3c2=O)c1,-0.1,14,-11,7,-3,1,-11,-4,-1,-7
CC1CC(C)CN(S(=O)(=O)c2ccc(Cl)cc2)C1 (centres undefined),-0.2,3,-1,4,0,-17,-1,-3,-1,-4
COCCCNc1ccn2nc(-c3ccc(CC(C)C)cc3)cc2n1,-1.9,13,-139,-8,6,4,-116,-3,-3,-29

# Only ADAM17 inh, LEDGF integ inh and ADAM10 inh, for 4 of the compounds above:
mol	ADAM17 inh	LEDGF integ inh	ADAM10 inh
O=C(CCN1CCCCO1)N1CCCC(N2CCN(c3ccc(F)cc3)CC2)C1 (centres undefined)	-2	1	1
Cc1cccc(NC(=O)/C=C/c2ccc3c(c2)OCO3)n1	-84	-1	-274
O=c1[nH]c(=O)n(C2CCCO2)cc1Br (centres undefined)	-2	-4	-1
Cn1c(-c2ccccc2)cc(=O)cc1-c1ccccc1	-4	1	-4
